Source: PubChem
MC4R ag barr: MC4R agonists recruiting beta-arrestin, primary screen, cell-based, luminescence, agonist arm of biased-ligand search | Melanocortin receptor 4 (Homo sapiens), P32245 | U2OS MC4R beta-arrestin complementation; percent of melanotan II response, DMSO zero | activation, % at 8.9 µM | 0.98% of 360,000 active | AID 540308, 2011;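 active = activation above a per-plate cutoff, the mean activation of sample wells on that plate plus 3 SD, cut at about 8% in these data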
NR2F2 inh: NR2F2 transcriptional activity inhibitors, primary screen, cell-based, luciferase reporter, HEK293T, luminescence; COUP transcription factor 2 (Homo sapiens), P24468; HEK293T NGFI-A luciferase reporter; inhibition, % at 8.6 µM; 0.7% of 370,000 active;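 active = inhibition above a per-plate cutoff, mean inhibition of test wells between control levels plus 3 SD, cut at about 38% in these data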;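 also: cells cotransfected with COUP-TFII expression vector driving the NGFI-A reporter; 0% = median of COUP-TF2 test wells and 100% = reporter-only cells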
MC4R antag cAMP: MC4R antagonists of cAMP signaling, primary screen, cell-based, TR-FRET, antagonist arm of biased-ligand search; MC4R-expressing cells, MTII-stimulated cAMP, LANCE TR-FRET; inhibition, % at 6.5 µM; 0.48% of 360,000 active; AID 540295, 2011;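 active = inhibition above its plate's cutoff, the mean of tested wells on that plate plus 3 SD, cut at about 29% in these data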;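 also: 0% = Melanotan II alone and 100% = Melanotan II plus saturating MCL0020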
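System: U2OS cells stably expressing human melanocortin 4 receptor (MC4R). Reagent: Melanotan II challenge after compound preincubation. Doses: 6.5 µM. Times: 30-min compound, 1-h challenge, 1-h detection, room temperature. Measured by: TR-FRET with Eu-cAMP and labeled anti-cAMP, 671 nm. Replicates: singlicate.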
ABHD5-PLIN5 inh: ABHD5-PLIN5 interaction inhibitors, primary screen, cell lysate, split luciferase complementation, luminescence; Perilipin-5 (Homo sapiens) + 1-acylglycerol-3-phosphate O-acyltransferase ABHD5 (Homo …; inhibition, % at 4 µM; Split G. princeps luciferase complementation, 4 h; 0.78% of 360,000 active; AID 602281, 2012;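 active = inhibition above the mean inhibition across every tested compound plus 3 SD, cut at about 22% in these data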;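 also: 0% = DMSO only wells and the 100% control is not disclosed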
NOD2 RIPK2 PPI: NOD2-RIPK2 binding disruptors in cells, primary screen, fluorescence, CHO cells, BLA complementation. CCF4 ratio. inhibition, % at 4.98 µM. 0.38% of 360,000 active. AID 624267, 2012; in the data active = inhibition above about 21%;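 also: 0% = vehicle only and 100% = reference blocker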
SRC1 inh: SRC1 coactivator transcriptional activity inhibitors, primary screen, cell-based, luminescence | inhibition, % at 3.6 µM | Nuclear receptor coactivator 1 (Homo sapiens), Q15788 | HEK293 GAL4-SRC1 luciferase reporter | AID 588354, 2011 | 0.12% of 360,000 active;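 active = inhibition above the campaign mean plus 3 SD, with each screening campaign given its own cutoff, cut at about 60% in these data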;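 also: 0% = DMSO treated cells and 100% = gossypol at 36 µM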
SRC3 inh: SRC3 coactivator transcriptional activity inhibitors, primary screen, cell-based, luminescence. Nuclear receptor coactivator 3 (Homo sapiens), Q9Y6Q9. HEK293 GAL4-SRC3 luciferase reporter. inhibition, % at 3.6 µM. 0.17% of 360,000 active;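 active = inhibition above a per-campaign cutoff, the mean of all compounds plus 3 SD, cut at about 60% in these data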;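 also: 0% = DMSO-treated cells and 100% = gossypol-treated cells at 36 µM; higher means less SRC3-driven luciferase light from the GAL4 reporter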
TLR9-MyD88 block: inhibitors of TLR9-MyD88 association in cells, primary screen, cell-based, CHO, BLA complementation, fluorescence | inhibition, % at 4.98 µM | Toll-like receptor 9 (Homo sapiens) + Myeloid differentiation primary response protein … | CCF4 FRET ratio | 0.21% of 340,000 active;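 active = inhibition above the mean over all tested compounds plus 3 SD, cut at about 21% in these data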;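 also: 0% = DMSO only wells and 100% = clavulanate BLA inhibitor control wells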
NCOA2 inhibitor: inhibition of GAL4-SRC2 driven luciferase reporter, primary screen, SRC2 inhibitor project, cell-based, luminescence | 0.17% of 370,000 active | inhibition, % at 9 µM | HEK293 GAL4-SRC2 luciferase reporter | Nuclear receptor coactivator 2 (Homo sapiens), Q15596;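 active = inhibition above the mean inhibition of all tested compounds plus 3 SD, set per campaign, cut at about 52% in these data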;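 also: 0% = DMSO treated cells and 100% = cells given Gossypol at 36 µM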
Target sequence (Q15596 whole entry, looked up, the tested form may be a part): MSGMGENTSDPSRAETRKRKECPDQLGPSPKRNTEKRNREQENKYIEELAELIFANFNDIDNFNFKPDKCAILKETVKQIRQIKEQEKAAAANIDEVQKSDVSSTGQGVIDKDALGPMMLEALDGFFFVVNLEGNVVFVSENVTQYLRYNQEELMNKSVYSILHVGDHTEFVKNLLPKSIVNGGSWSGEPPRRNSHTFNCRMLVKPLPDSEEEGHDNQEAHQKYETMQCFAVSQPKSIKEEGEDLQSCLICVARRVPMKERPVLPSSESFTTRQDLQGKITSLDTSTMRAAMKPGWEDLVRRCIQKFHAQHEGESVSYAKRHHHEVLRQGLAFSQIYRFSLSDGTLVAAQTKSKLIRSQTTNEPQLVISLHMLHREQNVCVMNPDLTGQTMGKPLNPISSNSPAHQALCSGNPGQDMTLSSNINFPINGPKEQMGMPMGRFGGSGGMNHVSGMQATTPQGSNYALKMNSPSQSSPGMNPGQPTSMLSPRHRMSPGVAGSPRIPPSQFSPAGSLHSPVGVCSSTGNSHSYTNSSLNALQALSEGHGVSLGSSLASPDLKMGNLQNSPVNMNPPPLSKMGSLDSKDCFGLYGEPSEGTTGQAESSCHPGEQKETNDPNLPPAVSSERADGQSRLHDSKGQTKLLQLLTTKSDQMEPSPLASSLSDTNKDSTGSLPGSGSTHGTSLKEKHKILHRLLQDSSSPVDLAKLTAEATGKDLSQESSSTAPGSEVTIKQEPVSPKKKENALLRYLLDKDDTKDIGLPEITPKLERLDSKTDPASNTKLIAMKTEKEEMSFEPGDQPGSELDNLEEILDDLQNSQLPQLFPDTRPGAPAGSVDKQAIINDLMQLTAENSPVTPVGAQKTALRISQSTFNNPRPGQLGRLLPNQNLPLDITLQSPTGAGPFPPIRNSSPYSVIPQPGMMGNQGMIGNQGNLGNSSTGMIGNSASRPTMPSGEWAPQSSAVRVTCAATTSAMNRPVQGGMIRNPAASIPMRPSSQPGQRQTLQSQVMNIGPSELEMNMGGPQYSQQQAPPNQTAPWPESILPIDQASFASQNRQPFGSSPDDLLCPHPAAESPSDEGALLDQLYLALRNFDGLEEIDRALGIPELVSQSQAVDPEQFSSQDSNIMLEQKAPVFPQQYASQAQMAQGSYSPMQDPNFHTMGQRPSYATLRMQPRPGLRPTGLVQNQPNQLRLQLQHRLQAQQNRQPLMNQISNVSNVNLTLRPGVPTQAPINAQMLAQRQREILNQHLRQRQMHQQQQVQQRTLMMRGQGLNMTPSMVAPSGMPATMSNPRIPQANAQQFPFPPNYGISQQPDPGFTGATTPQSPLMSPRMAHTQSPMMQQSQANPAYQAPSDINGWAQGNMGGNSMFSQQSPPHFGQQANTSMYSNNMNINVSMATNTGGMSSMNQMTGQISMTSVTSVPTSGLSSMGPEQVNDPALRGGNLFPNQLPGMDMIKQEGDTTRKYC
NR5A2 inv ag: LRH-1 (NR5A2) inverse agonists, primary screen, cell-based, luminescence, HEK293T, StAR-luciferase reporter; AID 602396, 2012; 0.13% of 360,000 active; inhibition, % at 3.6 µM; LRH-1 transfected, 24 h; Nuclear receptor subfamily 5 group A member 2 (Homo sapiens), O00482;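 active = inhibition above the mean inhibition of all tested compounds plus 3 SD, cut at about 73% in these data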;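 also: 0% = DMSO wells and 100% = reporter-only cells lacking LRH-1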
LMP1 NFkB inh: EBV LMP1-driven NF-kappaB luciferase reporter inhibitors, primary screen, cell-based, luminescence, single point; LMP1-induced NF-kappaB luciferase reporter cells; inhibition, % at 12.5 µM; 0.69% of 350,000 active; AID 504558, 2011; in the data active = inhibition above about 41%;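 also: 0% = neutral control wells and 100% = reference inhibitor control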
* = called active by the depositor; nt = no result given; & = joins results of further samples.

SMILES	MC4R ag barr	NR2F2 inh	MC4R antag cAMP	ABHD5-PLIN5 inh	NOD2 RIPK2 PPI	SRC1 inh	SRC3 inh	TLR9-MyD88 block	NCOA2 inhibitor	NR5A2 inv ag	LMP1 NFkB inh
CCOC(=O)N1CCC(N2C(=O)c3ccccc3C2Nc2ccc(Cl)cn2)CC1 (stereo not given)	0.1	-18.3	3.2	10.1	-3.0	1.8	-5.1	-7.4	-4.9	-7.5	-5.0
CCOc1ccc(C2c3[nH]c4ccccc4c3C[C@H]3C(=O)N(C4CCN(Cc5ccccc5)CC4)CC(=O)N23)cc1OC (stereo not given in full)	2.9	4.2	12.5	6.1	-9.8	-22.1	17.0	10.1	-4.5	10.1	-2.1
C=CCOC(=O)/C(=C/c1cccnc1)NC(=O)c1ccccc1	2.3	-12.3	-5.5	6.0	-4.7	-8.4	18.4	-1.7	15.9	13.6	1.4
CCN(CC)C(=O)CN(c1cc2c(cc1OC)oc1ccccc12)S(=O)(=O)c1ccc(C)cc1	-1.9	2.6	1.5	-8.2	1.1	16.1	13.0	-6.4	2.8	-5.3	-3.3
O=C1c2cc(F)ccc2-n2c1nc1ccccc1c2=O	-1.3	15.4	-8.9	-5.5	-4.9	-27.5	25.2	2.7	-12.9	46.0	-1.2
O=C(O)C1CC=CCC1C(=O)Nc1ccccc1 (stereo not given)	0.8	-7.3	-0.4	-3.3	-3.0	-33.5	-17.0	2.9	-29.2	-19.1	10.8
CCN(CC)C(=O)CSc1nnc(-c2ccccc2)o1	1.8	-25.0	10.9	3.8	-0.5	-71.1	-58.8	-2.8	-49.3	-64.8	16.1
N#Cc1cnn2c(-c3cccc([N+](=O)[O-])c3)ccnc12	-2.0	-21.5	1.4	0.9	4.5	-1.2	2.7	-0.4	-2.7	28.1	-1.4
CCN(CC)CCCNC(=O)Cn1nc(-c2ccccc2)ccc1=O	0.0	-4.8	12.8	3.3	0.7	0.8	8.8	-1.3	17.1	-6.6	0.5
COc1ccccc1C(=O)CN1C(=O)NC2(CCCCCC2)C1=O	2.4	-6.0	6.8	-5.4	-3.0	-13.6	-6.9	-10.9	10.8	-20.9	1.7
CN(CC(=O)Nc1ccccc1N1CCOCC1)S(=O)(=O)c1ccc(F)cc1	0.7	-10.7	1.8	1.0	-5.1	-6.8	22.5	-4.9	16.9	12.1	3.7
O=C1CCNc2c(Cl)cc(Cl)cc21	-1.3	5.9	17.6	5.5	13.4	13.5	19.5	1.9	-8.9	8.9	2.6
Cn1nc(-c2ccccc2)c(CO)c1Oc1cccc(C(F)(F)F)c1	0.9	19.6	8.1	1.3	-0.4	-2.5	17.5	-1.4	-6.2	-7.3	6.9
COC(=O)Cc1ccc(Oc2ncc(C(F)(F)F)cc2Cl)cc1	-2.5	-3.9	8.7	-6.7	0.8	4.5	24.1	4.1	-26.5	2.2	4.4
O=C1OC(c2cccc3c(F)cccc23)c2ccccc21 (stereo not given)	-2.5	9.7	-0.6	2.5	-18.8	-17.9	-17.4	-1.7	-17.6	-7.3	-5.7
CCOC(=O)c1ccccc1NC(=O)COc1coc(CN2CCc3ccccc32)cc1=O	1.8	10.0	11.5	9.1	-5.2	-6.8	-6.0	0.6	-0.8	5.4	6.7
CCn1nnnc1NC(=O)c1cc(OC)c(OC)c(OC)c1	-1.4	-4.6	0.8	-1.3	2.2	-1.7	20.6	-0.2	-4.1	4.6	-9.4
COCCOC(=O)c1c(C)n(C)c2ccc(OC(=O)c3c(OC)cccc3OC)cc12	-0.6	6.8	4.7	-3.2	-7.6	22.6	30.7	-8.5	2.2	3.7	-1.6
CC(=O)c1ccc(NC(=O)CN2C(=O)/C(=C/C=C/c3ccccc3)SC2=S)cc1	0.6	-2.0	19.6	1.6	1.8	-20.0	1.1	-10.0	-13.6	-14.4	-1.9
CS(=O)(=O)c1cccc(C(=O)N(CCc2ccccc2)Cc2cccs2)c1	3.6	-16.6	20.7	-11.7	-6.6	-0.3	-31.9	-1.2	-31.6	-9.3	-5.8
O=C(CCNC(=O)c1ccc(Cl)cc1)NCc1cccc(C(F)(F)F)c1	-0.7	1.1	16.4	3.2	2.7	11.2	-23.1	-1.7	-37.8	-1.8	1.5
COc1ccc(C2CC(c3cccs3)=Nc3ccccc3S2)cc1OC (stereo not given)	-0.8	-21.0	-3.7	3.5	2.7	-48.8	-16.1	1.2	-29.2	-17.5	-16.3
CCN1CCN(CC(=O)Nc2cc(C(F)(F)F)ccc2OCCOC)CC1	0.5	8.5	-4.0	-2.9	7.7	2.8	4.6	-4.1	6.8	-2.4	3.1
N#C/C(=C\c1cccn1S(=O)(=O)c1ccccc1)S(=O)(=O)c1ccc(F)cc1	0.0	4.9	8.5	-0.4	-5.5	-8.6	-13.1	nt	14.0	2.6	nt
O=C1C(Cl)=C(N2CCOCC2)C(=O)N1CCc1ccccc1	-1.8	-16.4	0.8	4.4	-1.3	-88.2	-62.6	1.0	-61.8	-105.4	-31.2
ON=C1CCC2CCCCC2C1 (stereo not given)	-1.0	-18.1	9.2	-0.3	-5.0	3.2	5.9	0.3	-4.5	-13.0	-6.6
O=C(N1CCOCC1)N1CCN(c2ccc(F)cc2)CC1	0.7	11.1	18.8	-1.2	-23.5	-15.1	-22.4	-9.5	-29.5	-19.0	1.0
CCc1nc2ccc(C(=O)N(C)CC(=O)Nc3ccc(Cl)c(C(F)(F)F)c3)cc2nc1CC	5.7	-9.4	3.3	5.9	-7.2	-2.3	-6.6	-1.2	-5.0	-13.4	0.8
CC(=O)Nc1cc2c(=O)n(Cc3ccccc3)c(C)nc2cc1N1CCOCC1	0.2	-12.0	9.6	-0.1	-10.0	-18.3	-42.0	-5.7	-18.5	-7.0	-1.1
COc1ccc2[nH]c(C(=O)N3CCNCC3)cc2c1OC	-1.6	-9.7	3.2	0.8	1.8	5.8	14.7	-3.2	2.6	6.8	7.3
O=C(OCc1cc(=O)n2ccsc2n1)C1(c2ccccc2)CC1	-1.6	-13.5	1.9	-2.0	-1.9	-5.5	-11.8	3.9	-9.5	-26.3	-7.1
CC(=O)c1sccc1NC(=O)c1ccccc1C(=O)O	0.1	11.9	71.8*	3.2	-2.3	-27.2	9.9	-12.9	12.4	3.7	-12.1
COc1ccc(N2CCOCC2)c(NC(=O)c2cccs2)c1	0.5	5.4	16.9	-3.4	-6.6	3.8	5.1	-4.5	28.4	22.5	5.7
COc1ccc(NC(=O)C2CCC(CNS(=O)(=O)c3cccs3)CC2)cc1 (stereo not given)	-1.8	-3.1	1.9	-1.2	-10.3	-17.6	-4.3	7.1	-28.5	7.3	1.5
COc1ccc(C(CC(=O)N2CCCCC2)NC(=O)C(F)(F)F)cc1 (stereo not given)	-1.5	-19.2	-4.6	-2.8	-0.6	0.3	20.8	0.5	13.2	-3.2	-2.4
Cc1cccc(N(CC(=O)N/N=C/c2ccccc2C(=O)O)S(C)(=O)=O)c1C	1.6	-14.2	10.1	-0.5	-0.5	-2.4	-3.6	-6.7	-3.0	-14.3	-6.6
COc1ccc(OC)c(Nc2cc(C)c3ccccc3n2)c1	1.4	15.4	-3.8	-0.5	0.6	0.2	10.1	-14.5	17.4	14.0	-7.6
Brc1ccc(/C=N/Nc2ccccc2)cc1	-1.2	-0.5	1.6	-4.2	-1.7	-35.3	-5.2	3.0	-41.7	-37.8	-45.1
CCCOc1ccc(C(=O)CCN2CCCCC2)cc1	-0.4	-6.1	8.2	-0.1	-4.4	-11.8	8.1	-8.4	-9.5	2.6	8.5
O=C(c1cc(F)ccc1F)C1CCCN(C(=O)c2ccco2)C1 (stereo not given)	-1.0	-4.0	7.3	-0.5	4.0	0.6	-1.2	2.2	-22.4	-8.5	5.0
N#Cc1nc(COc2ccccc2)oc1N1CCC(Cc2ccccc2)CC1	0.1	14.3	15.8	3.2	-7.7	-6.0	15.6	2.5	6.8	14.3	4.8
COCc1cc(C)[nH]c(=O)c1C#N	1.6	0.3	-0.3	-4.9	-10.1	-7.8	7.1	-10.5	-12.2	11.5	-2.7
CCC(C)(C)c1ccc(Oc2ccc(N)cc2)cc1	3.8	94.7*	-0.3	-7.0	5.2	68.2*	76.8*	4.7	90.7*	68.8	51.0*
CC(Oc1ccc2c(-c3ccccc3)cc(=O)oc2c1)C(=O)NCC1CCC(C(=O)O)CC1 (stereo not given)	-1.0&-2.7	-11.7&7.6	9.4&8.0	0.6&7.3	1.4&-8.9	-0.4&-5.4	15.1&-1.2	-3.5&2.5	-6.2&-13.6	-5.4&-2.9	4.2&0.5
COc1ccc(C(=O)N/N=C/c2ccc3cccc(OCc4ccccc4)c3n2)cc1	-1.4	13.0	8.3	1.6	-2.9	0.6	-6.2	10.2	7.4	-18.4	-36.2
CC(=O)c1ccc(OCC(=O)NC2CCCN(Cc3ccccc3F)C2)cc1 (stereo not given)	-0.2	-5.8	-1.4	0.2	-1.5	-13.9	4.5	0.7	-22.4	8.2	-8.9
CC(=O)c1cccc(NC(=O)CCn2c(=S)oc3ccccc32)c1	-1.1	14.6	1.3	0.5	2.1	-62.5	8.0	4.4	9.9	12.3	11.8
N#C/C(=C/c1ccc(N2CCOCC2)o1)C(=O)Nc1ccccc1	1.6	-49.4	-10.6	9.6	-0.9	-67.9	-66.8	-5.3	-67.8	-138.4	-24.9
O=C1NCCCC1C(=O)N1CCCCC1 (stereo not given)	1.0	-5.3	22.5	-1.8	0.0	-18.7	13.1	6.9	2.5	4.6	0.0
COc1ccc(C(=O)N2CCN(c3ccc(F)cc3)CC2)cc1S(=O)(=O)NC1CC1	-3.9	-11.8	4.6	-9.4	1.3	-46.6	-23.2	2.0	-67.6	-42.7	-6.6

Some of the compounds tested (hit frequency here may not be typical).
